From PubChem BioAssay
Bcl-xL primary: inhibitors of human Bcl-xL | Q07817 | GST-Bcl-xL / FITC-Bim BH3 peptide fluorescence polarization | inhibition, % at 10.9 µM | actives 0.7% (n = 320,000) | AID 2129;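 active = inhibition above the mean of all tested compounds plus 3 SD, cutoff set per campaign, cut at about 30% in these data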;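 note: 0% = DMSO wells and 100% = unlabeled Bim-BH3 peptide competitor; inhibitors lower millipolarization by displacing the labeled peptide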
Target sequence (Q07817 whole entry, looked up): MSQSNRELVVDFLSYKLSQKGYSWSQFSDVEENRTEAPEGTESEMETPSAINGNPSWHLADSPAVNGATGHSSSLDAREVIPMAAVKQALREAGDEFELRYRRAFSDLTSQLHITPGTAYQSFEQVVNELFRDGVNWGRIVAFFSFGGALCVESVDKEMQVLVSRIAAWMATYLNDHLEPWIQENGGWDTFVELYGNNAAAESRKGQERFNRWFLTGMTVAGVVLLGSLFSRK
VLA-4 inh: inhibition in a human VLA-4 binding assay | P13612 | VLA-4 expressing cells, ligand binding flow cytometry | inhibition, % (about 7 µM as worked out from the volumes in the protocol) | actives 0.2% (n = 330,000); in the data active = inhibition above about 50%
MEX-5 binding: C. elegans MEX-5 TCR-2 RNA binding activity; Q9XUB2; MEX-5/FITC-TCR2 RNA binding, fluorescence polarization; hits give low values; activity score (negative = inhibition of binding), % at 10 µM; actives 0.38% (n = 300,000);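 active = inhibition past about -25% in most replicates, and total fluorescence under double the plate's negative control median, limit read from the data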;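 note: 0% = DMSO and -100% = 5 µM competing unlabeled TCR2 RNA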
GRK2 inh: human GRK2 inhibition via aptamer displacement; inhibition of aptamer binding, % at 10 µM; bead flow cytometry, FAM-aptamer displacement from GRK2; P25098; actives 0.59% (n = 330,000);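 active = inhibition of aptamer binding above 40%, roughly 3 SD of noise, on plates passing a quality check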;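 note: median bead fluorescence of bound FAM aptamer so fluorescent compounds give negative values; no value below 0 was filed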
Fam108B counter: blocks mouse Fam108B hydrolase in RBBP9 counter-screen | inhibition, % at 9.51 µM | actives 0.33% (n = 300,000) | recombinant Fam108B, FP-Rh probe fluorescence polarization;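 active = inhibition above the screen mean inhibition plus 3 SD, computed separately per campaign, cut at about 18% in these data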;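 note: inhibitors lower polarization as less probe binds the enzyme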
Efflux pump mplx: blocks antifungal efflux pumps in multiplex yeast assay; S. cerevisiae Candida pump triplex, Nile Red efflux; actives 0.44% (n = 330,000); inhibition, % at 10 µM;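 active = plate passing quality check with inhibition over a set limit, or well fluorescence over plate mean plus 4 SD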;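 note: Nile Red retained in pooled yeast measured as flow cytometry median fluorescence; 0% = buffer negative control and 100% = Enniatin B positive control; higher means more Nile Red kept so more efflux inhibition; some compounds called inactive have numbers as strong as hits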
GLD-1 TGE inh: GLD-1-TGE RNA interaction inhibition (C. elegans). AID 2280. inhibition, % at 5.96 µM. purified GLD-1 + fluorescein TGE RNA, fluorescence polarization. actives 0.44% (n = 320,000);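 active = percent inhibition above a per-plate cutoff, the plate mean of test compounds plus 3 SD, cut at about 30% in these data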;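 note: 0% = DMSO wells with GLD-1 and probe and 100% = wells lacking GLD-1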
PME-1 primary: PME-1 (human) inhibition; Q9Y570; recombinant PME-1, FP-Rh probe fluorescence polarization; inhibition, % at 5.9 µM; actives 0.53% (n = 320,000); AID 2130;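 active = inhibition above the campaign mean of all compounds plus 3 SD, cut at about 26% in these data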;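 note: competitive labeling of PME-1 active site by serine hydrolase directed probe; 0% = PME-1 with DMSO and 100% = wells lacking PME-1 enzyme; inhibitors block probe labeling so polarization falls and inhibition rises; many of its hits are not listed in these tables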
Target sequence (Q9Y570 whole entry, looked up): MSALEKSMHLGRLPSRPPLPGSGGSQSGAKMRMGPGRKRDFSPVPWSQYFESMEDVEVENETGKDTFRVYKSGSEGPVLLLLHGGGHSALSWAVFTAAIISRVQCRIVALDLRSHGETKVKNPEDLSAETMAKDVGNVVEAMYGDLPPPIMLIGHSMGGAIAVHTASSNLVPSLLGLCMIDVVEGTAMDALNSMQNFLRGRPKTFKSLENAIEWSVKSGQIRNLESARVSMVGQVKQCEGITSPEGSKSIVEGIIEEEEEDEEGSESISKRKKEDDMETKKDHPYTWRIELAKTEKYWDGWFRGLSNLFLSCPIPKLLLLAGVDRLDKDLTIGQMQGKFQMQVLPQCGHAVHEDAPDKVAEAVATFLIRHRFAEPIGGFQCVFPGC
MCL1-BIM inh: inhibitors of human MCL1 binding to BIM-BH3 peptide. GST-MCL1 / FITC-Bim-BH3 fluorescence polarization. inhibition, % at 10.9 µM. actives 0.68% (n = 320,000);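 active = inhibition above the mean inhibition of all tested compounds plus 3 SD, set per campaign, cut at about 40% in these data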;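 note: 0% = DMSO wells and 100% = unlabeled Bim-BH3 peptide control; higher means more loss of mP so more displacement of Bim peptide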
Target sequence (Q07820 whole entry, looked up): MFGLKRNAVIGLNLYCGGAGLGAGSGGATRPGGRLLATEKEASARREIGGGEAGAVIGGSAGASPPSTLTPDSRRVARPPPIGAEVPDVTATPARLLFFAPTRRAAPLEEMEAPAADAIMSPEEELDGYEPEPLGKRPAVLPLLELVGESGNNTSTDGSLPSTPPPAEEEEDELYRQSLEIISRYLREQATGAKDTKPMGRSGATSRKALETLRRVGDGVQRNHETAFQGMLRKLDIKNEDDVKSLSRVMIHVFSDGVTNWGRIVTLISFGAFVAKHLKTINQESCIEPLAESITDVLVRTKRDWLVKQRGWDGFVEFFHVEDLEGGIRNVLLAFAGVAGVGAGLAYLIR
The depositor's hits bear a star; / = no result given.

canonical_smiles	Bcl-xL primary	VLA-4 inh	MEX-5 binding	GRK2 inh	Fam108B counter	Efflux pump mplx	GLD-1 TGE inh	PME-1 primary	MCL1-BIM inh
CC(=O)OC(C(=O)N1CCOCC1)c1c(F)cccc1F (stereo not given)	-1	3	-0.1	1	-2	-0.4	1	-5	-7
Cc1ccc(C(=O)NNC(=O)C(C)Sc2nc(N)cc(N)n2)cc1 (stereo not given)	3	-7	-0.7	0	1	0.0	-1	-3	7
CC1CCCCN1CC(=O)NC(c1ccccc1)c1ccccc1 (stereo not given)	13	0	2.5	0	2	-0.1	4	-4	-4
COc1ccc(-c2csc(NC3CCCCC3)n2)c(OC)c1	-10	-20	-0.9	0	3	0.0	-12	7	-12
CC[C@@H](C)[C@@H]1CN([C@@H](CN2CCC[C@H]2CN2C(N)=NC[C@@H]2Cc2ccccc2)C(C)C)C(=N)N1CCCC1CCCC1	/	-10	/	0	/	0.2	4	/	/
CCN(CC)CCCNC(=O)C(C)n1c2ccccc2c2nc(=O)cc(C)n21 (stereo not given)	2	1	0.0	0	2	-0.2	-4	4	5
CC1=NN(C(N)=S)C(=O)C1N=Nc1ccccc1C(=O)O (stereo not given)	8	6	0.1	0	-1	-0.1	-4	-2	10
CC(C)CNC(=O)COC(=O)/C=C/c1ccco1	5	7	0.8	35	0	0.1	2	5	10
Cc1ccc(CNC(=S)Nc2cc(C(=O)O)ccc2C)cc1	0	5	-0.8	2	4	-0.1	3	0	1
CC(C)CC(=O)NC(=S)NNC(=O)c1ccc([N+](=O)[O-])cc1	10	-5	-5.3	1	-2	-4.2	3	-3	12
COc1cccc(C(=O)Oc2ccc(/C=N/Nc3ccc(C(=O)O)cc3)cc2OC)c1	0	3	-0.7	1	14	0.2	-15	32*	-14
CCn1c(O)c(N=Nc2ccc(Cl)c(C(=O)O)c2)c2ccccc21	7	-3	3.5	1	1	-0.1	-2	18	2
CSc1nnc(C)c(=O)n1COC(=O)c1ccc(S(=O)(=O)N2CCCC2)cc1	3	-4	-2.1	0	2	0.1	4	0	4
c1ccc(-c2ccc(CN3CCN(c4ncccn4)CC3)cc2)cc1	5	0	-1.3	0	-4	-0.1	-4	3	3
O=C(C1CCCCC1)N1CCc2[nH]c3ccc(F)cc3c2C1	3	8	0.5	3	-4	0.0	2	-1	0
Nc1c(N2CCCC2)c2ccccc2oc1=O	-8	-7	-4.4	0	-1	0.0	1	-1	-5
COCCCn1c(-c2ccccc2)nc2ccccc2c1=O	0	-2	-1.9	1	0	-0.2	-3	-1	-1
C[C@H](CO)NC(=O)[C@H](C)[C@H]1C[C@]1(C)[C@H](NC(=O)OCc1ccccc1)c1ccccc1	2	-33	3.0	1	3	-0.1	2	1	-4
O=S(=O)(N/N=C\C=C\c1ccccc1)c1ccc(Br)cc1	9	-8	-2.3	2	4	-0.1	4	5	3
O=C(Nc1nnc(-c2ccco2)o1)c1ccc2ccccc2c1	1	16	1.5	0	-3	0.1	9	1	6
Cc1cc(C(=O)OCC(=O)N2CCOCC2)ccc1[N+](=O)[O-]	0	14	0.7	4	-6	0.1	-1	-4	1
COC(=O)c1c(NC(=O)CSc2ncnc3[nH]ncc23)sc2c1CCC2	3	-6	2.3	2	-30	0.0	-6	2	6
CC(=O)Nc1ccc(NC(=O)C(C)OC(=O)CSCc2cccc(Cl)c2)cc1 (stereo not given)	-2	4	-1.0	0	-1	-0.1	4	-4	-2
O=C(Nc1ccc(F)cc1)c1nc(S(=O)(=O)Cc2ccccc2)ncc1Cl	6	24	3.1	0	-3	-0.1	7	-6	16
O=C1c2ccccc2NC(c2ccc(Cl)cc2Cl)N1O (stereo not given)	9	-18	-3.0	3	1	0.0	6	3	9
Cc1ccc2nc(-c3ccncc3)c(NC3CCCC3)n2c1	7	7	0.2	0	3	-0.1	11	1	5
CC(=O)c1ccccc1NC(=O)COC(=O)/C=C/c1ccc(OC(F)F)cc1	-2	-1	-0.8	1	-2	-0.1	-2	-10	-7
Cc1ccc(S(=O)(=O)NCc2ccc(C(=O)N3CCN(c4ccc([N+](=O)[O-])cc4)CC3)cc2)cc1	6	-6	/	1	-5	0.0	1	0	4
CC(=O)N1CCSc2ccc(S(=O)(=O)NCCc3ccc(Cl)cc3)cc21	4	-2	0.6	1	1	0.1	0	6	2
CC1CCN(c2ccc(C(=O)N3CCOCC3)cc2[N+](=O)[O-])CC1	-2	0	-0.1	0	0	0.0	-4	-3	1
COc1cccc(NC(=O)CSc2nc3c(oc4ccccc43)c(=O)[nH]2)c1	8	3	-2.7	0	0	0.0	-1	0	10
COc1ccc(OCc2cc(C(=O)NC(C)Cc3cnccn3)no2)c(Cl)c1 (stereo not given)	7	11	1.2	4	-3	-0.1	1	2	3
CC(C)n1c(CN(C)c2ccccc2)nc2ccccc21	7	8	0.4	0	-2	0.1	6	-2	13
CCCN(CC(=O)Nc1ccccc1C)C(=O)CCNC(=O)c1ccccc1Cl	-5	-7	-1.1	0	2	-0.1	6	4	-5
CC(C)C1N=C2c3ccccc3N=C(SCC#N)N2C1=O (stereo not given)	8	15	1.2	0	3	-0.1	0	-1	6
CCCCCCc1c(C)c2ccc(OCC(=O)N3CCC[C@H]3C(=O)O)c(C)c2oc1=O	6	0	0.3	2	-3	-0.1	8	2	14
Cc1nnc(SCC2=C(C(=O)O)N3C(=O)C(NC(=O)Cn4cnnn4)C3SC2)s1 (stereo not given)	15	13	-0.4	5	-1	-0.1	9	0	12
Cc1cccc(NC(=O)C2CCN(c3nccc(C)n3)CC2)c1	3	-11	0.1	0	1	0.3	1	-1	8
CCOC(=O)N1CCN(CCC(=O)Nc2cc(OC)cc(OC)c2)CC1	-1	26	2.0	0	-2	0.0	1	-8	-1
CC(C)OC(=O)CSc1nnc(-c2ccc(Cl)cc2Cl)n1N	-6	-4	3.0	1	-1	0.1	2	4	-7
NC(=O)c1nsc(C(=O)N(c2cccc(F)c2)C(C(=O)NCC2CCCO2)c2cccs2)c1N (stereo not given)	-3	16	1.0	0	-5	0.7	-4	-4	-2
CCCc1cc(=O)oc2cc(OCC(=O)NCC3CCC(C(=O)O)CC3)ccc12 (stereo not given)	2	-13	3.2	0	0	0.0	8	-3	-2
COc1ccc(N2CCN(CC(=O)c3ccc(O)c(C)c3O)CC2)cc1	4	-3	1.6	3	-1	0.0	1	1	3
CCOc1cc(/C=C(/NC(C)=O)C(=O)O)cc(Cl)c1OCc1cccc(Br)c1	0	8	0.1	1	-6	-0.1	-7	0	-1
Cc1cccc(Cl)c1NC(=S)NCCc1ccccn1	8	4	-0.8	6	5	0.1	-1	-5	14
COc1ccc(C(=O)NC(=S)Nc2cccnc2)cc1Cl	12	6	-2.1	4	1	-0.3	52*	4	15
C/C(N)=C(/C#N)C(=O)COC(=O)Cc1coc2ccc3ccccc3c12	-9	4	2.0	3	-1	-0.1	-2	-2	-10
CC1(C)CC(=O)C(C=NCCN2CCOCC2)=C(O)C1	-2	-3	0.7	0	1	0.2	2	-10	-4
COC(=O)/C(C#N)=C/c1c(Oc2cccc(C)c2C)nc2ccccn2c1=O	3	2	-0.3	0	5	-0.2	6	2	4
COC(=O)c1cc2sccc2n1Cc1ccc(C)cc1	2	22	-0.5	0	-3	0.1	-2	-2	5
CCOC(CCNC(=O)c1cc(-c2cccs2)nc2ccccc12)OCC	4	1	0.7	0	1	-0.1	-6	-3	1
CC1=CCC(Cc2nc3ccccc3o2)C1(C)C (stereo not given)	2	4	-3.1	0	1	0.0	1	-12	-3
CN(C)c1ccc(P(=O)(OC2CCCCC2)C(O)c2ccncc2)cc1 (stereo not given)	0	2	4.4	0	-3	-0.1	-4	4	3
CCNC(=O)COC(=O)C1CCN(S(=O)(=O)c2ccc3c(c2)OCCO3)CC1	0	-7	-1.7	0	-2	0.1	3	-3	-1
COc1cc(C(=O)NCCNC(=O)c2cc(OC)c(C)c(OC)c2)cc(OC)c1C	6	-3	-1.3	2	1	-0.1	9	0	10
Cc1ccc(CCNC(=O)CS(=O)Cc2nc(-c3cccs3)oc2C)cc1 (stereo not given)	4	2	-2.1	2	1	-0.2	5	-3	2
Cc1nnc(N/N=C/C2CC=CCC2)[nH]c1=O (stereo not given)	1	-5	1.3	3	7	-0.2	-5	1	5
CCCCOc1cccc(/C=C(\C#N)C(=O)NC2CC2)c1	1	0	-1.7	0	2	0.0	6	2	-10
O=C(Nc1ccc(F)cc1F)Nc1csc2ccccc12	2	5	-0.1	/	0	0.0	3	2	1
Cc1cccc(C(=O)Nc2ccc(S(=O)(=O)Nc3nc(C)cc(C)n3)cc2)c1	0	-3	0.0	1	-2	0.0	8	-8	-9

Going on with the list:
canonical_smiles	Bcl-xL primary	VLA-4 inh	MEX-5 binding	GRK2 inh	Fam108B counter	Efflux pump mplx	GLD-1 TGE inh	PME-1 primary	MCL1-BIM inh
Cc1[nH]c2ccccc2c1C(=O)CN1CCCC1	3	4	1.9	0	1	0.0	-2	2	1
CNC(=O)NC(=O)COC(=O)/C=C/c1cccc(Br)c1	3	12	0.3	2	3	0.0	1	5	5
O=C1c2ccccc2C(=O)C1c1nccc2ccccc12	8	-5	-9.4	0	-7	0.0	2	-4	15
CSc1cc(-c2ccc(Cl)cc2)c(C(=O)N2CCCC2)s1	1	5	-0.4	0	9	0.2	-1	3	3
CSc1ccccc1C(=O)N1CCC(CCC(=O)NC2CC2)CC1	4	19	-1.0	0	2	-0.1	-2	1	-2
CCOP(=O)(OCC)C(NC(C)=O)C(=O)c1ccccc1 (stereo not given)	4	-5	0.6	2	1	0.1	2	-3	5
COc1ccc(-c2cn[nH]c2-c2ccc(OCC(=O)NN)cc2O)cc1OC	3	13	-46*	1	-3	-0.1	-3	-2	7
COc1ccc(N2CCN(C(=O)CCNC(=O)c3ccc(C(C)(C)C)cc3)CC2)cc1	5	-6	1.2	1	-2	0.1	-2	0	7
COc1ccc(OC)c(NC(=O)COC(=O)CN2C(=O)NC3(CCCC3)C2=O)c1	-2	2	/	0	/	0.0	0	-1	-6
CC1CC(C)CN(C(=O)C(C)N2CCN(S(=O)(=O)c3ccccc3F)CC2)C1 (stereo not given)	/	2	/	0	/	0.2	2	/	/
CCC(C)[C@H](NC(=O)[C@@H]1Cc2c([nH]c3ccccc23)C2c3ccccc3C(=O)N21)C(=O)N1CCC[C@@H]1C(=O)O (stereo not given in full)	6	16	-3.8	4	-2	0.0	2	-6	4
CCOC(=O)[C@H]1[C@H]2COc3ccc(Br)cc3[C@@H]2N2C(=O)c3ccc(Cl)cc3NC(=O)[C@@]12C	4	10	/	0	-24	-0.1	0	-27	3
Cn1c(=O)c2c(nc(N3CCCCC3)n2CCNC2=NCCC2)n(C)c1=O	4	1	1.8	2	4	0.1	-4	3	3
Cc1ccc(NC(=O)CN2C(=O)COc3ccc(S(=O)(=O)N4CCCC4)cc32)cc1C	0	16	1.6	3	-1	0.0	1	0	-6
CCSc1nnc(SCC(=O)NC2CCCCC2)s1	-7	-4	/	2	/	-0.3	4	3	-7

Some of the compounds tested. The share of hits here may be higher or lower than overall.
